BLM inh = qHTS Assay for Inhibitors of Bloom's syndrome helicase (BLM); 0.2% of 350,000 active; Potency, µM (series often up to 56.1 µM), inactives show at the highest dose activity change, negative = inhibition, hits mostly inhibitors; AID 2528, 2010; recombinant BLM DNA unwinding, fluorescence dequenching; RecQ-like DNA helicase BLM (Homo sapiens), P54132;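 note: potency is the fitted concentration of half-maximal effect; plate controls were vehicle for no effect and no enzyme for full effect; nearly all actives have a fitted effect of over 35% in size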
ERG Ets-DNA blk = qHTS for Small Molecule Inhibitors of the ERG Ets/DNA interaction; 0.028% of 370,000 active; Transcriptional regulator ERG (Homo sapiens), P11308; AID 624246, 2012; fluorescence polarization, His-ERG Ets domain / labelled DNA; Potency, µM (series often up to 76.9 µM), inactives show at the top dose FP activity, negative = inhibition, most hits filed as inhibitors; active = well fitted inhibition curve with a large enough effect in the polarisation, with a control signal flat; inconclusive = small, poorly fitted or top-dose-only effect, or effect the other way, or a change in a side signal; inactive = no such curve, though single readings can be large or run the other way; the % refers to the polarisation;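 note: polarization taken with two DNA probes labelled with fluorescein and Texas red; potency is the fitted concentration of half-maximal effect; % of control where 0% means no effect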
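His-tagged ERG Ets domain (1 uM in the protein solution; 300mM KCl, 50mM Tris-HCl, 1mM EDTA, 1mM DTT, pH 7.5) received compound, then a probe mix of 5 nM fluorescein-DNA and 100nM Texas-615-DNA. Fluorescence polarization was read for both dyes.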
Apoferritin bind = qHTS Assay for Identification of Novel General Anesthetics | Ferritin light chain (Equus caballus), P02791 | apoferritin/1-aminoanthracene competitive binding, fluorescence | Potency, µM (doses to about 77.5 µM), without a hit: at the top dose activity change, negative = displacement, usual class: inhibitors | 0.074% of 350,000 active | AID 485281, 2010; note: potency is the fitted concentration of half-maximal effect; % is set by controls: 0 for no effect and ±100 for the full control effect; nearly all actives have a fitted effect of over 20% in size
Target sequence (P02791 2-175 limits assumed): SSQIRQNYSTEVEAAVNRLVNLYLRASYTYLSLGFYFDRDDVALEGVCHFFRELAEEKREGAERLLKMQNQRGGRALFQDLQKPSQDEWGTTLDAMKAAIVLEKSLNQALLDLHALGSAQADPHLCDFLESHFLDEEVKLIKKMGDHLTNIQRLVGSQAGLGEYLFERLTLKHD
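Read-out: endpoint 1-AMA fluorescence, excitation 380 nm and emission 535 nm, after compounds sit 10 min at room temperature with 10 uM horse-spleen apoferritin in 50% saturated 1-AMA/PBS. Values come from four-parameter Hill fits.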
POLB inh = qHTS Assay for Inhibitors of DNA Polymerase Beta | P06746 | Pol beta primer extension/strand displacement, fluorescence kinetic | Potency, µM (titrated, usually from 114 µM), for inactives: at the top dose activity change, negative = inhibition, hits mostly inhibitors | 1.3% of 340,000 active; note: potency is the fitted concentration of half-maximal effect; % is set by controls: 0 for no effect and ±100 for the full control effect
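Curves were derived by four-parameter Hill fits of normalized qHTS data. The kinetic fluorescent primer-extension read was taken at 0 and 10 min after 50 nM substrate, following a 15 min room-temperature preincubation of 10 nM enzyme with compounds.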
TRHR agonist = qHTS for Small Molecule Agonists and Allosteric Enhancers of Human TRH Receptor: Primary Screen for Agonists; Thyrotropin-releasing hormone receptor (Homo sapiens), P34981; TRHR cells, calcium flux fluo-8, FDSS agonist mode; activation, % at 2 µM; 0.18% of 360,000 active; in the data active = activation above about 30%; note: 0% is about no effect
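TRHR-expressing cells, plated overnight in medium with 10% serum, were loaded with fluo-8 calcium dye at room temperature. After a 10 s baseline, library compound was pin-added and calcium release was recorded kinetically (ex 480/em 530) as agonist response.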
Pol iota inh = qHTS for Inhibitors of Polymerase Iota; DNA polymerase iota (Homo sapiens), Q9UNA4; Pol iota fluorescent replication assay, 10 min; Potency, µM (series often up to 115 µM), inactives show at the highest dose activity, negative = inhibition, most hits filed as inhibitors; 1% of 390,000 active; AID 588590, 2011; note: potency is the fitted concentration of half-maximal effect
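Fluorescent replication assay read twice, at 0 min and 10 min after adding 50 nM (final) substrate. Enzyme (10 nM) and compounds were first incubated 15 min at room temperature; enzyme-free buffer wells were negative controls.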
POLK inh = qHTS for Inhibitors of Polymerase Kappa. DNA polymerase kappa (Homo sapiens), Q9UBT6. 0.53% of 400,000 active. Potency, µM (top dose mostly 107 µM), for the others: at the highest dose activity, negative = inhibition, most hits filed as inhibitors. purified Pol kappa, fluorescent DNA synthesis assay, 10 min; note: potency is the fitted concentration of half-maximal effect; % is set by controls: 0 for no effect and ±100 for the full control effect
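First, compounds were pin-transferred onto 10 nM Pol kappa. After 15 min at room temperature, substrate was added to 50 nM final. Fluorescence was then measured kinetically at 0 and 10 min.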
12-LOX inh = Primary qHTS assay for inhibitors of human arachidonate 12S-lipoxygenase (ALOX12): Round 2; Polyunsaturated fatty acid lipoxygenase ALOX12 (Homo sapiens), P18054; purified 12hLO, xylenol orange hydroperoxide absorbance; Potency, µM (series often up to 108 µM), for inactives: at the top dose activity change, negative = inhibition, actives largely listed as inhibitors; 1.1% of 580,000 active; note: potency is the fitted concentration of half-maximal effect; % is set by controls: 0 for no effect and ±100 for the full control effect
Target sequence (P18054 whole entry, looked up): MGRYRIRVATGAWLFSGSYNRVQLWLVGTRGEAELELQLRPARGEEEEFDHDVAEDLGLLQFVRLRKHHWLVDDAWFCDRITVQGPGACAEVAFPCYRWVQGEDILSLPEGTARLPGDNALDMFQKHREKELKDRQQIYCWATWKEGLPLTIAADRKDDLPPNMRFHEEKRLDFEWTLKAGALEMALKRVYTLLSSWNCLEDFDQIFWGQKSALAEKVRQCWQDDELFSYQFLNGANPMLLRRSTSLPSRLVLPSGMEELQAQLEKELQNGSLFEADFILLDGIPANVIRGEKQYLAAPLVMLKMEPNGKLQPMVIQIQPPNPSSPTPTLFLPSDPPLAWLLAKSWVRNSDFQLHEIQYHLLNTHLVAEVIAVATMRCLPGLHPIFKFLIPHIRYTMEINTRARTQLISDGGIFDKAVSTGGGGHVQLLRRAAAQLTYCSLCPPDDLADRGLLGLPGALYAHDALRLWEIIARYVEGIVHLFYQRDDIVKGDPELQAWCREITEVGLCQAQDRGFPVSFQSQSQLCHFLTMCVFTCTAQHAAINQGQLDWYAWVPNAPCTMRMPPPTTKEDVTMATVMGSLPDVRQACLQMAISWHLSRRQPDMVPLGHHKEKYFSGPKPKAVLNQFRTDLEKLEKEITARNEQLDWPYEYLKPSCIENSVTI
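Purified human 12hLO at 150 nM in 25 mM Hepes, 0.01% Triton X-100, pH 7.0, preincubated 15 min at room temperature with compound. Reaction started with 40 uM arachidonic acid, 30 min at room temperature. Hydroperoxide measured by Fe-xylenol orange, 573/405 nm absorbance ratio.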
APE1 inh = qHTS Assay for Inhibitors of the Human Apurinic/apyrimidinic Endonuclease 1 (APE1) | DNA repair nuclease/redox regulator APEX1 (Homo sapiens), P27695 | 0.35% of 350,000 active | AID 2517, 2012 | recombinant APE1, TAMRA/BHQ-2 abasic DNA cleavage fluorescence | Potency, µM (top dose mostly 65.8 µM), for inactives: at the top dose activity change, negative = inhibition, most hits filed as inhibitors;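 note: potency is the fitted concentration of half-maximal effect; plate controls were vehicle for no effect and reference inhibitor for full effect; nearly all actives have a fitted effect of over 55% in size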
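APE1 at 0.75 nM preincubated 15 min at room temperature with compound. Reaction then started with 50 nM double-stranded THF-abasic substrate labelled with TAMRA/BHQ-2, and 525/598 nm fluorescence read kinetically. Activity taken as third-minus-first read difference, normalized to DMSO and NSC13755 controls.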
Active calls of the source: *; ? = inconclusive; · = no result given; [ ] = another dose, or the depositor's remark. Unless noted, calls come from the whole dose curve; as a rule, active = well fitted curve in the direction sought with a large enough effect; inconclusive = small, poorly fitted or top-dose-only effect, or another doubt; inactive = no such curve, though single readings can be large; an effect the other way counts as inactive or inconclusive. Not all compounds are listed (hit frequency here may not be typical).

Molecule	BLM inh	ERG Ets-DNA blk	Apoferritin bind	POLB inh	TRHR agonist	Pol iota inh	POLK inh	12-LOX inh	APE1 inh
O=C(OCC(=O)N1CCOCC1)c1ccc2c(c1)OCCO2	-1%	2%	-4%	11%	-0.5	3%	8%	-24%	1%
Cn1c(SCC(=O)NNC(=O)c2ccccc2Br)nnc1C(F)(F)F	·	-3%	·	·	1.1	-4%	-10%	0%	12%
COC(=O)C1C(=O)c2c([nH]c(C(=O)OC3CCCCCC3)c2C)CC1C (configuration not stated)	2%	1%	-6%	-27%	0.8	?	-19%	383%[activator]	-2%
COc1cc2ccccc2cc1C(=O)Nc1ccc2oc(-c3ccc(F)cc3Cl)nc2c1	-4%	-1%	3%	1%	0.5	-22%	-5%	-9%	·
CSc1ccc(C(=O)C2CCCN(C(=O)c3cc(C)n(C)n3)C2)cc1 (configuration not stated)	1%	-1%	-8%	-1%	0.0	?	-8%	2%	1%
CC(=O)C1=C(c2ccccc2)OC(N)=C(C#N)C1c1ccccc1F (configuration not stated)	-1%	13%	4%	3%	-1.5	18%	-1%	-10%	13%
O=C(Nc1ccccc1)N1CC[C@@]2(CCCN(C(=O)c3ccco3)C2)C1	-14%	·	·	·	·	·	-8%[60.1 µM]	-9%[57.4 µM]	7%
O=C(Cn1ncc2c(=O)oc3ccccc3c21)NCCN1CCN(c2ccccc2F)CC1	-11%	-2%	-7%	-22%	0.1	12%	-6%	31%[activator]	1%
CN(Cc1ccccc1)S(=O)(=O)c1nnc(NC(=O)c2ccc(F)cc2)s1	0%	0%	2%	29%	1.5	-21%	-6%	-14%	34%
CCC(C)NC(=O)CN1C(=O)C(CC)Sc2ccccc21 (configuration not stated)	1%	1%	-5%	2%	-1.5	36%[activator]	-7%	-9%	3%
C=CCNC(=O)CN(c1ccc(F)c(Cl)c1)S(C)(=O)=O	-1%	·	-2%	4%	-0.1	-11%	-1%	8%	-10%
COc1cccc(C(=O)NCC(c2cccs2)N2CCOCC2)c1 (configuration not stated)	·	1%	·	·	0.0	16%	-2%	10%	-13%
O=C(Nc1ccc2c(c1)CCC2)c1cc(F)cc(F)c1	·	-5%	·	·	-0.8	26%	-24%	13%	-15%
O=C(c1ccc(S(=O)(=O)N2CCCCC2)cc1)N1CCN(c2ccccc2F)CC1	2%	-1%	-22%	-1%	0.0	122%[activator]	-21%	-15%	-4%
O=C(CN1CCOCC1)N/N=C/c1ccc(-c2ccc(Br)cc2)o1	-2%	0%	1%	?	-0.3	-6%	-10%	?	2%
COc1cccc(CNC2CCCCCCC2)c1OC	6%	-11%	-2%	31%	0.2	20%	-12%	0%	0%
CCOc1ccc(/C=C2\SC(=S)N(CCC(=O)Nc3ccc(C(=O)O)cc3)C2=O)cc1	-15%	17%	-5%	2%	-1.1	47%[activator]	-15%	?	-66%
CNC(=O)COC(=O)/C=C/c1cccc(F)c1	0%	-4%	-4%	-21%	0.3	8%	-3%	-6%	-3%
Cc1ccc(CN2CCCN(CC(=O)Nc3ccc(C)cc3C)S2(=O)=O)cc1	-4%	8%	?	-25%	-0.3	8%	-3%	-23%	·
COC(=O)CNc1nc(Cl)nc(Nc2ccc(Cl)cc2)n1	-1%	-14%	-4%	47%[activator]	0.0	66%[activator]	-11%	-27%	13%
CCc1cc2c(cc3c(=O)n(CC(=O)NCCOC)nc(CC)n32)s1	-1%	5%	-7%	-5%	0.1	29%	5%	0%	·
CC(C)c1nnc(NC(=O)CCC(=O)Nc2ccc3cn[nH]c3c2)s1	-3%	-12%	-10%	41%	0.8	42%[activator]	-8%	3%	-9%
Cc1cc(C(F)(F)F)nn1Cc1n[nH]c(=S)n1-c1cccc(Cl)c1	-3%	-4%	-9%	2%	0.0	1%[58.9 µM]	-5%	?	-3%
CCOC(=O)c1c(CSC(=N)N)n(-c2ccc(C)cc2)c2cc(Br)c(OC(C)=O)cc12	-7%	-5%	-20%	29%	2.3	-19%	-10%	?	16%

Sorted by molecular weight (smallest number first): some entries from above
Molecule	BLM inh	ERG Ets-DNA blk	Apoferritin bind	POLB inh	TRHR agonist	Pol iota inh	POLK inh	12-LOX inh	APE1 inh
CNC(=O)COC(=O)/C=C/c1cccc(F)c1	0%	-4%	-4%	-21%	0.3	8%	-3%	-6%	-3%
COc1cccc(CNC2CCCCCCC2)c1OC	6%	-11%	-2%	31%	0.2	20%	-12%	0%	0%
COC(=O)CNc1nc(Cl)nc(Nc2ccc(Cl)cc2)n1	-1%	-14%	-4%	47%[activator]	0.0	66%[activator]	-11%	-27%	13%
CC(=O)C1=C(c2ccccc2)OC(N)=C(C#N)C1c1ccccc1F (configuration not stated)	-1%	13%	4%	3%	-1.5	18%	-1%	-10%	13%
COc1cccc(C(=O)NCC(c2cccs2)N2CCOCC2)c1 (configuration not stated)	·	1%	·	·	0.0	16%	-2%	10%	-13%
O=C(Nc1ccccc1)N1CC[C@@]2(CCCN(C(=O)c3ccco3)C2)C1	-14%	·	·	·	·	·	-8%[60.1 µM]	-9%[57.4 µM]	7%
CCc1cc2c(cc3c(=O)n(CC(=O)NCCOC)nc(CC)n32)s1	-1%	5%	-7%	-5%	0.1	29%	5%	0%	·
Cc1cc(C(F)(F)F)nn1Cc1n[nH]c(=S)n1-c1cccc(Cl)c1	-3%	-4%	-9%	2%	0.0	1%[58.9 µM]	-5%	?	-3%
CN(Cc1ccccc1)S(=O)(=O)c1nnc(NC(=O)c2ccc(F)cc2)s1	0%	0%	2%	29%	1.5	-21%	-6%	-14%	34%
O=C(c1ccc(S(=O)(=O)N2CCCCC2)cc1)N1CCN(c2ccccc2F)CC1	2%	-1%	-22%	-1%	0.0	122%[activator]	-21%	-15%	-4%
Cn1c(SCC(=O)NNC(=O)c2ccccc2Br)nnc1C(F)(F)F	·	-3%	·	·	1.1	-4%	-10%	0%	12%
COc1cc2ccccc2cc1C(=O)Nc1ccc2oc(-c3ccc(F)cc3Cl)nc2c1	-4%	-1%	3%	1%	0.5	-22%	-5%	-9%	·
CCOC(=O)c1c(CSC(=N)N)n(-c2ccc(C)cc2)c2cc(Br)c(OC(C)=O)cc12	-7%	-5%	-20%	29%	2.3	-19%	-10%	?	16%

Compound activity deposited in PubChem by National Center for Advancing Translational Sciences (NCATS).
